# Screening data from PubChem BioAssay.
# p53 PUMA act: mutant p53 pathway re-activators, primary screen, cell-based, SW480, luciferase, single point, HTS. SW480 PUMA-promoter luciferase, p53 mutant reactivation. activation, % at 9.98 µM. 28,000 compounds, 1.5% hits; in the data active = activation above about 52%; inconclusive = no clear call, values can overlap the other calls
# STK33 kin inh: STK33 kinase inhibitors, primary screen, biochemical, luminescence, ADP-Glo, MBP substrate; Serine/threonine-protein kinase 33 (Homo sapiens), Q9BYT3; inhibition, % at 12.5 µM; 27,000 compounds, 0.44% hits; AID 2322, 2010; in the data active = inhibition above about 20%; inconclusive = no clear call, values can overlap the other calls
# Target sequence (Q9BYT3 whole entry, looked up): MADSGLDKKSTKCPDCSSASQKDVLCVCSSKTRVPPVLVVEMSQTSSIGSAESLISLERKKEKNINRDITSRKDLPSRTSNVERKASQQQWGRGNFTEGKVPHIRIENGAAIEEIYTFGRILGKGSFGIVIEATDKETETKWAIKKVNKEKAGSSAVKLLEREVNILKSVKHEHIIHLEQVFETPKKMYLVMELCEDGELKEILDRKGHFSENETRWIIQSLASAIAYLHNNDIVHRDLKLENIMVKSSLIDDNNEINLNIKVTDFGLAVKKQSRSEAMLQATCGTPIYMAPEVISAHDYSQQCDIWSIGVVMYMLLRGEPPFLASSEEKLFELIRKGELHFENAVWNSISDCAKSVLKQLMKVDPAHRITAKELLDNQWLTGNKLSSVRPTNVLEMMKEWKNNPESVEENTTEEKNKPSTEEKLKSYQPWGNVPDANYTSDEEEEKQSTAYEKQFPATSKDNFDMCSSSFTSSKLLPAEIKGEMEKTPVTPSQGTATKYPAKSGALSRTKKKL
# * hit, by the source's call; ? = inconclusive; . = no result given.
SMILES,p53 PUMA act,STK33 kin inh
CC(C)NC(=O)N(C)C[C@@H]1Oc2ccc(NS(=O)(=O)c3cn(C)cn3)cc2CC(=O)N([C@@H](C)CO)C[C@@H]1C,8,-2
Cc1nc(C2C(=O)c3ccc(O)c(O)c3OC2C(F)(F)F)cs1 (configuration not stated),.,2
N#CCSc1nnc(-c2ncc(C(F)(F)F)cc2Cl)n1-c1ccc(Cl)cc1,-12,.
CNC[C@@H]1Oc2ccc(NS(=O)(=O)c3ccccc3)cc2CC(=O)N([C@@H](C)CO)C[C@H]1C,4,.
C[C@H](CO)N1C[C@H](C)[C@@H](CN(C)Cc2ccc(C(=O)O)cc2)OCCCC[C@H](C)Oc2ccc(NC(=O)C3CCCCC3)cc2C1=O,5,.
C[C@@H]1CN([C@H](C)CO)C(=O)Cc2cc(NS(=O)(=O)c3cccs3)ccc2O[C@H]1CN(C)Cc1ccc2c(c1)OCO2,.,0
O=C(CSc1nnc(-c2ccncc2)n1-c1ccccc1)Nc1ccc(Cl)c(Cl)c1,16,1
CC(C)NC(=O)Nc1ccc2c(c1)CC(=O)N([C@H](C)CO)C[C@@H](C)[C@@H](CN(C)Cc1ccc(C(F)(F)F)cc1)O2,.,3
C=CC[C@]1(C(=O)NCC(O)CO)N=C(c2ccc(OCCCO)cc2)O[C@H]1c1ccccc1 (some centres not stated),.,-3
COc1ccc(CCN2CCC(Nc3nc4ccccc4n3Cc3ccc(F)cc3)CC2)cc1,.,-1
CCc1cccc(C)c1NC(=O)C(C)NS(=O)(=O)c1ccc(C)cc1 (configuration not stated),-18,1
C[C@H]1CCCCO[C@@H](CN(C)Cc2ccccc2)[C@@H](C)CN([C@@H](C)CO)C(=O)c2cc(NC(=O)CCCN(C)C)ccc2O1,-4,.
COc1ccc(S(=O)(=O)N(C)C[C@@H]2Oc3ccc(NC(=O)Nc4ccc5c(c4)OCO5)cc3C(=O)N([C@H](C)CO)C[C@H]2C)cc1,10,-1
COCC#Cc1ccc2c(c1)O[C@@H](CN(C)C(=O)Nc1ccc(OC)cc1)[C@@H](C)CN([C@H](C)CO)S2(=O)=O,-5,.
N#Cc1c(NC(=S)NC(=O)c2cncc(Br)c2)sc2c1CCCC2,17,1
C[C@H]1CN([C@@H](C)CO)C(=O)c2cccc(NC(=O)Nc3ccc(C(F)(F)F)cc3)c2O[C@H]1CN(C)C,7,.
COc1ccccc1NC(=O)CSc1nnc(-c2ccc(Br)cc2)n1C,-1,-2
O=C(NCCCn1ccnc1)c1cc(-c2cccnc2)nc2ccc(Br)cc12,24,-1
CC(C)NC(=O)N(C)C[C@@H]1Oc2ccc(NC(=O)CCC(F)(F)F)cc2CC(=O)N([C@@H](C)CO)C[C@@H]1C,0,4
S=C(NCCc1cnc[nH]1)Nc1ccc(Oc2ccccc2)cc1,15,-4
C[C@@H]1CCCCO[C@H](CN(C)C)[C@H](C)CN([C@@H](C)CO)C(=O)c2cc(NC(=O)Nc3ccccc3)ccc2O1,6,.
COc1ccc(CN(C)C[C@@H]2OCCCC[C@@H](C)Oc3ccc(NS(=O)(=O)c4ccc(C)cc4)cc3C(=O)N([C@H](C)CO)C[C@@H]2C)cc1,.,2
Cc1nc(SCC(=O)Nc2ccc3ccccc3c2)n[nH]1,-11,2
CCN(CC)C(=O)CSc1nc2ccccc2c(=O)[nH]1,-13,10
O=C(O)C1CCCN(CCC=C(c2ccccc2)c2ccccc2)C1 (configuration not stated),.,-16
OC[C@H]1O[C@@H](OCCc2ccccc2)[C@H](O)[C@@H](O)[C@@H]1O,3,2
O=S(=O)(c1ccc(Cl)cc1)c1nc(-c2ccccc2F)oc1NCCN1CCOCC1,1,2
CCOC(=O)c1sc(NC(=O)c2cnccn2)c(C(=O)OC)c1C,20,-3
O=C(CCCN1C(=O)c2ccccc2C1=O)Nc1ccccc1Cl,1,1
C=C(C)Cn1c(SCc2nc3ccccc3[nH]2)nc2sc3c(c2c1=O)CCCC3,-12,0
Cc1nnc(SCC(=O)NCC2CCCO2)s1 (configuration not stated),-16,-2
C[C@@H]1CN([C@H](C)CO)C(=O)Cc2cc(NC(=O)c3ccncc3)ccc2O[C@H]1CN(C)S(=O)(=O)c1ccc(Cl)cc1,.,-1
COc1ccc(NC(=O)CSC2CC(=O)N(c3ccccc3)C2=O)cc1Cl (configuration not stated),5,-1
COc1ccc(NC(=O)CCc2nc(-c3ccccc3)no2)cc1,19,5
COc1cc(O)c(C(C)=O)c(OC)c1,.,4
C[C@@H]1CN([C@H](C)CO)S(=O)(=O)c2ccc(C3=CCCC3)cc2O[C@@H]1CN(C)C(=O)c1cnccn1,4,.

# Profiles from above:
# CC(C)NC(=O)N(C)C[C@@H]1Oc2ccc(NC(=O)CCC(F)(F)F)cc2CC(=O)N([C@@H](C)CO)C[C@@H]1C across the screens: p53 PUMA act: 0; STK33 kin inh: 4
# C[C@@H]1CCCCO[C@H](CN(C)C)[C@H](C)CN([C@@H](C)CO)C(=O)c2cc(NC(=O)Nc3ccccc3)ccc2O1 across the screens: p53 PUMA act: 6; STK33 kin inh: .

# (listing goes on)
SMILES,p53 PUMA act,STK33 kin inh
COCC#Cc1cnc2c(c1)C(=O)N([C@H](C)CO)C[C@@H](C)[C@H](CN(C)C(=O)Nc1c(C)noc1C)O2,7,.
Cc1cccc(NC(=O)c2ccccc2NC(=O)COc2ccccc2Cl)c1C,12,-1
COc1ccc(OC(=O)N(C)C[C@H]2OCc3cn(nn3)CCCC(=O)N([C@@H](C)CO)C[C@H]2C)cc1,.,-5
C[C@H]1CN([C@@H](C)CO)C(=O)CCCn2cc(nn2)CO[C@@H]1CN(C)S(=O)(=O)c1ccc2c(c1)OCCCO2,12,2
[N-]=[N+]=NCc1ccccc1C[C@@]1(C(=O)N2CCOCC2)N=C(c2ccc(OCCCO)cc2)O[C@@H]1c1ccccc1,.,9
Cc1ccc(-c2nnc(Nc3ccc(C(=O)N(C)C)cc3)c3ccccc23)cc1S(N)(=O)=O,-2,2
C/C=C(\C)C(=O)O[C@@H]1c2c(ccc3ccc(=O)oc23)OC(C)(C)[C@@H]1OC(C)=O,18,2
COc1cc([C@@H]2c3cc4c(cc3[C@@H](OC3OC5COC(C)OC5C(O)C3O)[C@H]3COC(=O)[C@H]23)OCO4)cc(OC)c1O (some centres not stated),.,1
CC(C)NC(=O)N(C)C[C@@H]1OCc2cnnn2CCCC(=O)N([C@@H](C)CO)C[C@@H]1C,-3,-3
C[C@@H]1CN([C@@H](C)CO)C(=O)c2cc(NC(=O)Cn3cnnn3)ccc2O[C@H]1CN(C)C(=O)Nc1ccccc1,-1,.
O=c1cc(-c2ccccc2)oc2ccccc12,.,-2
C[C@@H]1CCCCO[C@H](CN(C)C(=O)Nc2cccc3ccccc23)[C@@H](C)CN([C@H](C)CO)C(=O)c2cc(NS(=O)(=O)c3cn(C)cn3)ccc2O1,.,-4

# Gathered by group: the entries above containing a COOH group
SMILES,p53 PUMA act,STK33 kin inh
C[C@H](CO)N1C[C@H](C)[C@@H](CN(C)Cc2ccc(C(=O)O)cc2)OCCCC[C@H](C)Oc2ccc(NC(=O)C3CCCCC3)cc2C1=O,5,.
O=C(O)C1CCCN(CCC=C(c2ccccc2)c2ccccc2)C1 (configuration not stated),.,-16

# Following part
SMILES,p53 PUMA act,STK33 kin inh
COC(=O)c1cc(OC)c(OC)cc1NC(=O)COc1ccc(Cl)cc1Br,-6,-2
C[C@@H]1CN([C@@H](C)CO)C(=O)c2cc(NC(=O)CCC(F)(F)F)ccc2O[C@@H](C)CCCCO[C@@H]1CN(C)C(=O)CCC(F)(F)F,-7,.
C[C@H]1CN([C@@H](C)CO)C(=O)CCCn2cc(nn2)CO[C@@H]1CN(C)C(=O)C1CCCCC1,.,-4
CCc1ccc(S(=O)(=O)NCC(=O)O)cc1,-8,-6
COc1ccc(S(=O)(=O)Nc2ccc3c(c2)CC(=O)N([C@H](C)CO)C[C@@H](C)[C@@H](CN(C)S(=O)(=O)c2ccccc2)O3)cc1,.,2
Cc1noc(C)c1NC(=O)N(C)C[C@H]1OCCCC[C@H](C)Oc2ccc(NC(=O)c3ccncc3)cc2C(=O)N([C@H](C)CO)C[C@@H]1C,5,.
C[C@H]1CN([C@@H](C)CO)C(=O)c2cc(NC(=O)Nc3cccc4ccccc34)ccc2O[C@H]1CN(C)C(=O)NC1CCCCC1,-1,.
C[C@@H]1CN([C@@H](C)CO)C(=O)c2cc(C#Cc3ccccn3)cnc2O[C@@H]1CN(C)CC1CCOCC1,33,.
C[C@@H]1CCCCO[C@H](CN(C)C)[C@@H](C)CN([C@H](C)CO)C(=O)c2cc(NC(=O)Nc3ccc(F)cc3)ccc2O1,1,-2
Cc1ccccc1NC(=O)CSc1ncnc2scc(-c3ccc(Cl)cc3)c12,-2,1
O=C(CSc1nc(O)cc(=O)[nH]1)Nc1ccc(Br)cc1,-9,-2
Cc1noc(C)c1NC(=O)N(C)C[C@H]1Oc2ccc(NC(=O)C3CC3)cc2CC(=O)N([C@H](C)CO)C[C@H]1C,-2,2
C[C@H]1CN([C@@H](C)CO)C(=O)CCCn2cc(nn2)CO[C@H]1CN(C)C(=O)c1ccccc1,5,0
N#Cc1ccc(NC(=O)Cn2cnc([N+](=O)[O-])c2)cc1,-8,3
C[C@H](CO)N1C[C@H](C)[C@@H](CN(C)S(=O)(=O)c2ccc(F)cc2)Oc2ccc(NS(=O)(=O)c3ccccc3)cc2CC1=O,-4,.
CC(=O)c1c(C)oc2ccc(N(C(=O)c3ccc(C)cc3)S(=O)(=O)c3cccc4cccnc34)cc12,-3,3
C[C@H]1CN([C@@H](C)CO)C(=O)Cc2cc(NC(=O)Nc3cccc4ccccc34)ccc2O[C@@H]1CN(C)S(=O)(=O)c1cn(C)cn1,.,1
CC(C)NC(=O)N(C)C[C@H]1Oc2c(NC(=O)C3CCOCC3)cccc2C(=O)N([C@@H](C)CO)C[C@H]1C,1,.
Cc1cc(OCC(=O)NCc2ccco2)ccc1Cl,0,0
CCCCC[C@H](O)CC(=O)CCc1ccc(O)c(OC)c1,-1,3
Cc1nn(CCCNC(=O)C2CCCO2)cc1Br (configuration not stated),-2,2
Cc1noc(C)c1NC(=O)Nc1ccc2c(c1)C(=O)N([C@H](C)CO)C[C@H](C)[C@H](CN(C)S(=O)(=O)c1ccc(F)cc1)O2,.,-1
C[C@@H]1CCCCO[C@@H](CN(C)S(=O)(=O)c2ccc(F)cc2)[C@@H](C)CN([C@@H](C)CO)C(=O)c2cc(NC(=O)C3CCCCC3)ccc2O1,-5,.
COc1ccc(OC)c(Nc2ncnc3c2cnn3-c2ccccc2)c1,?,-1
C[C@H]1CN([C@@H](C)CO)C(=O)c2cc(NC(=O)C3CC3)ccc2O[C@H]1CN(C)C(=O)Nc1ccccc1,10,.
C[C@@H]1CCCCO[C@@H](CN(C)Cc2ccc3c(c2)OCO3)[C@@H](C)CN([C@H](C)CO)C(=O)c2cc(NC(=O)Cc3ccccc3)ccc2O1,.,-4
C[C@@H]1CN([C@H](C)CO)C(=O)Cc2cc(NC(=O)Nc3cccc4ccccc34)ccc2O[C@@H]1CN(C)C(=O)Nc1cccc2ccccc12,-45,.
COc1ccc(S(=O)(=O)Nc2ccc3c(c2)C(=O)N([C@H](C)CO)C[C@@H](C)[C@H](CN(C)Cc2ccc(Oc4ccccc4)cc2)O3)cc1,.,0
Cc1ccc2oc(C(=O)Nc3ccc(S(=O)(=O)Nc4ncccn4)cc3)c(C)c2c1,8,-1
C[C@@H]1CN([C@H](C)CO)C(=O)c2cc(/C=C/c3ccccc3)cnc2O[C@@H]1CN(C)S(=O)(=O)c1cn(C)cn1,1,.
CCC(C)NC(=O)Cn1c(=O)n(-c2ccc(Cl)c(Cl)c2)c(=O)c2c(C)c(C)sc21 (configuration not stated),-9,.
COc1cc(C)c2c(=O)cc(-c3ccccc3)oc2c1,85*,1
C[C@H](CO)N1C[C@H](C)[C@H](CN(C)C(=O)Nc2ccc(C(F)(F)F)cc2)Oc2c(NS(=O)(=O)c3cccs3)cccc2C1=O,-1,.
C=C(C)C1=C[C@@]2(C)C(=CC1=O)CC[C@@H](O)[C@@H]2C,-11,0
COc1ccc(C(C)C)cc1S(=O)(=O)Nc1cccnc1,0,-1
CCOC(=O)CSc1cc(C)nc(N)n1,-9,2
CC(=O)c1cccc(NC(=O)C2CCCN(S(=O)(=O)c3ccc(F)cc3)C2)c1 (configuration not stated),13,0
COc1ccc(NC(=O)N(C)C[C@@H]2Oc3ccc(NS(=O)(=O)c4ccccc4)cc3CC(=O)N([C@@H](C)CO)C[C@@H]2C)cc1,.,-3
C[C@H]1CN([C@@H](C)CO)C(=O)Cc2cc(NC(=O)CCN3CCOCC3)ccc2O[C@H]1CN(C)Cc1ccc(Cl)c(Cl)c1,.,-1
CCOc1ccccc1N1CC(C(=O)Nc2ccc(C(=O)O)cc2)CC1=O (configuration not stated),-6,-1
COc1ccc(N(CC(=O)Nc2ccccc2Br)S(C)(=O)=O)cc1OC,-5,-3
C[C@@H]1CN([C@@H](C)CO)C(=O)c2cccc(NC(=O)NC3CCCCC3)c2O[C@H]1CN(C)Cc1ccc2c(c1)OCO2,-17,.

# 7 compounds picked at random from the list so far, as already listed:
SMILES,p53 PUMA act,STK33 kin inh
CCOC(=O)CSc1cc(C)nc(N)n1,-9,2
C=CC[C@]1(C(=O)NCC(O)CO)N=C(c2ccc(OCCCO)cc2)O[C@H]1c1ccccc1 (some centres not stated),.,-3
C[C@H](CO)N1C[C@H](C)[C@@H](CN(C)S(=O)(=O)c2ccc(F)cc2)Oc2ccc(NS(=O)(=O)c3ccccc3)cc2CC1=O,-4,.
CC(C)NC(=O)N(C)C[C@@H]1Oc2ccc(NC(=O)CCC(F)(F)F)cc2CC(=O)N([C@@H](C)CO)C[C@@H]1C,0,4
CCN(CC)C(=O)CSc1nc2ccccc2c(=O)[nH]1,-13,10
CC(C)NC(=O)N(C)C[C@H]1Oc2c(NC(=O)C3CCOCC3)cccc2C(=O)N([C@@H](C)CO)C[C@H]1C,1,.
[N-]=[N+]=NCc1ccccc1C[C@@]1(C(=O)N2CCOCC2)N=C(c2ccc(OCCCO)cc2)O[C@@H]1c1ccccc1,.,9

# These rows are one share of the data (hit frequency here may not be typical).
